TAG inh = reduces triacylglycerol accumulation in H9c2 cells | AID 651582 | Nile Red lipid (TAG) fluorescence; cells loaded with 200 µM oleic acid | inhibition, % at 12.5 µM | 230,000 compounds, 0.66% hits;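 active means pattern-corrected inhibition of lipid staining of at least 50% with the nuclear-stain viability signal not falling by more than 50%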;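 further: 0% = DMSO wells and 100% = triacsin C control wells; some results filed as inactive read as strong as hits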
TAG inh DAPI viability = also measured in TAG inh; calls as there; DAPI nuclei signal change (viability), lower = more cytotoxic, %;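 whole-well DAPI fluorescence read on a plate reader as a viability signal; minus 50 percent equals half of cells still viable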
* marks the source's active call; other numbers are inactive results; & = joins results of further samples.

molecule | TAG inh DAPI viability | TAG inh
O=[N+]([O-])O[C@H]1CO[C@H]2[C@@H]1OC[C@H]2O[N+](=O)[O-] | 2 | -1
O=C(Nc1ccc(F)cc1)N1Cc2ccccc2-n2nncc2C1 | -11 | -2
COc1ccc(Cn2c(O)c(/C=N/NC(=O)c3ccccc3O)c(=O)[nH]c2=O)cc1 | 20 | -3
CC12CCC(=O)C=C1CC(N1CC1)C1C2CCC2(C)C(O)CCC12 (stereo not given) | -4 | 4
NNC(N)=O | -10 | 2
CCOC(=O)C1=C(N)OC2=C(C(=O)CCC2)C12C(=O)N(C)c1ccccc12 (stereo not given) | -1 | -3
Cc1ccc(NC(=O)c2ncn(CCCNCCN3CCOCC3)n2)cc1C | 12 | -1
CCC(CO)NC(=O)C1C=C2c3cccc4[nH]cc(c34)CC2N(C)C1 (stereo not given) | 26 | -14
O=C(c1cccnc1)C1CCCN(Cc2nc(-c3cnccn3)no2)C1 (stereo not given) | 0 | 4
CC=C(C)C1(CCC)C(=O)NC(=S)NC1=O | 3 | 9
CC(=NCc1ccc2c(c1)OCO2)c1c(O)n(Cc2ccccc2)c(=O)[nH]c1=O | -2 | 2
CC(C)CC(=O)NC(Oc1ccc(Cl)cc1)C(Cl)(Cl)Cl (stereo not given) | 8 | -12
CCN(C(=O)COC(=O)c1cn(C)c2ccccc12)c1ccc(F)cc1 | -7 | -2
O=C(Nc1ccncc1)c1cccn(Cc2ccccc2)c1=O | -6 | -5
O=C1NC(=O)N(Cc2ccco2)C(=O)/C1=C\c1ccc(-c2ccc(F)cc2)o1 | 4 | -7
CCOC(=O)C1(c2ccccc2)Oc2ccccc2C(c2ccc(OC)cc2)=C1C(=O)OC (stereo not given) | 9 | -18
COC(=O)C1=C(c2ccc(F)cc2OCc2ccccc2)C[C@@H]2CC[C@H]1N2C(=O)NCC1CC1 | -7 | -1
Fc1ccc2c(c1)nnn2C1CCN(Cc2ccccc2)CC1 | -12 | 6
CCOP(=S)(OCC)C(O)CCCCCn1c(=O)c(F)cn(C2CCCO2)c1=O (stereo not given) | -7 | -3
O=[N+]([O-])c1cccc(C2N3CCCN23)c1 (stereo not given) | -10 | 5
COC(=O)C1=C(c2ccc(F)cc2OCc2ccccc2)C[C@@H]2CC[C@H]1N2C(=O)NCCNC(C)=O | 0 | 14
Cc1ccccc1-n1c(O)c(C(c2ccncc2)c2c(O)n(-c3ccccc3C)c(=O)[nH]c2=O)c(=O)[nH]c1=O | 1&-4 | -11&8
CN1C[C@H]2CON(C)[C@H]2C[C@H]1c1cccc(Br)c1 | 1 | -6
COc1cc(Br)c(CNCCc2ccc3c(c2)OCO3)cc1OC | 6 | 6
Cc1cc(C)c(Cn2c(C(=O)O)c(C=O)c3ccccc32)c(C)c1 | 2 | 3
Clc1ccc(CSC(Cn2ccnc2)c2ccc(Cl)cc2Cl)cc1 (stereo not given) | 4 | -16
CCN1C(=O)C(=C2C=C(C)OC(C)=C2)C(=O)N(CC)C1=S | 15 | 11
CN(C)/C=C/C(=O)C(Cl)(Cl)Cl | -1 | -6
CCCCCCCSc1cc(OC)c(CCN(C)C)cc1OC | 10 | 19
COC(=O)[C@@]1(Cc2ccc(F)cc2)[C@H]2c3cc(C(=O)N(C)C)[nH]c3C[C@H]2CN1C(=O)c1ccccc1 | 4 | -12
O=C(c1cccc(N2CCCC2=O)c1)N1CCC2(CC1)OCCO2 | -8 | 8
CC(=O)c1c(C)n(C2CCCCC2)c2ccc(O)cc12 | -5 | -2
CC[C@]12CC[C@H](O)CC1=CCC1C2CC[C@]2(C)C(=O)CCC12 (stereo not given in full) | 1 | -12
C[C@]12CC[C@H](O)CC1=CCC1C2CC[C@@]2(C)C1C[C@@H]1CC(=O)O[C@@H]12 (stereo not given in full) | -5 | 2
CCC1(NS(=O)(=O)c2ccc(N)cc2)C(=O)N(C)C(=O)N(C)C1=O | 5 | -4
CC1=CC(=O)C2=C(C)C[C@H](O)[C@@H]3[C@H](OC(=O)[C@H]3C)[C@@H]12 | 1 | -39
CC1=CC(=Cc2sc3ccccc3[n+]2C)C=C(C)O1 | -26 | -9
O=C(c1ccccc1)C1CCCN(Cc2nc(-c3cnccn3)no2)C1 (stereo not given) | -9 | 19
Cn1cnc([N+](=O)[O-])c1Sc1ccc([N+](=O)[O-])cc1 | -4 | 0
O=C(C(=O)N1CCOCC1)c1cn(Cc2c(F)cccc2Cl)c2ccccc12 | 12 | -14
Clc1ccc(C[n+]2c(-c3ccccc3)cc(-c3ccccc3)cc2-c2ccccc2)cc1 | -5 | 36
COc1ccc(C(=O)CC(c2ccc3c(c2)OCO3)c2c(O)c3ccccc3oc2=O)cc1OC (stereo not given) | 5 | -1
COC1=CCC2([N+](=O)[O-])CN(C)CC1([N+](=O)[O-])C2 (stereo not given) | -3 | 3
ON1C2CCCCC2N(O)C1c1ccccc1F (stereo not given) | 1 | 1
CC/C(=N\NC(N)=O)c1c(O)[nH]c(=O)[nH]c1=O | -6 | -2
O=P1(c2ccccc2)Nc2ccccc2N1c1ccccc1 (stereo not given) | 3 | 26
Nc1c(C(=O)OCC2CCCO2)c2nc3ccccc3nc2n1Cc1cccs1 (stereo not given) | 57 | -7
C=CC[C@@H](C)CC(=O)C(CCCN=[N+]=[N-])SOOc1ccccc1 (stereo not given in full) | -4 | -2
CCN1CCN(Cc2cc(Br)ccc2O)CC1 | -2 | 4
Cc1ccc(C)c(OCC(=O)N2CCN(Cc3ccc4c(c3)OCO4)CC2)c1 | -4 | 2
CC(=O)NNC(=O)CN1C(=O)CN=C(c2ccccc2)c2cc(Br)ccc21 | -2 | -3
O=C1NC(=O)N(Cc2ccc(F)cc2)C(=O)/C1=C\c1ccc(N2CCCC2)cc1 | 7 | -2
C=CCn1c(O)c(C=Nc2ccc(F)cc2)c(=O)[nH]c1=O | 12 | -7
Cc1[nH]c2c(C(F)(F)F)cccc2c1CCN | 0 | 9
COc1ccc(CCNC2(C#N)CCCCC2)cc1OC | 8 | 8
Cn1c(O)c(C=NC2CCN(Cc3ccccc3)CC2)c(=O)n(C)c1=O | 5 | 9
CC(C(=O)c1c[nH]c2ccccc12)N1CCc2ccccc2C1 (stereo not given) | 10 | -41
CCC1C2Cn3c(nc4ccccc43)C1N(C)O2 (stereo not given) | -5 | 17
COC(=O)C1=C(c2cccc(OCc3ccccc3)c2)C[C@@H]2CC[C@H]1N2C(=O)NCCN1CCOCC1 | -3 | 18
Cc1ccc(OCCn2cccc2/C=C2/C(=O)NC(=O)N(Cc3ccco3)C2=O)cc1 | -5 | 1

Next section
molecule | TAG inh DAPI viability | TAG inh
CCN1CCN(c2ccc(N)cc2C)CC1 | -4 | 3
COC(=O)C1=C(c2ccc(OC(F)(F)F)cc2)C[C@@H]2CC[C@H]1N2C(=O)N1CCC(O)CC1 | -2 | -13
Cc1ccnc(-n2c(C)cc(C=C3C(=O)N(C)C(=S)N(C)C3=O)c2C)c1 | 2 | -17
CN(C)C(=O)Oc1ccnc2cc(Cl)ccc12 | 7 | -16
O=c1[nH]c(=S)n(C2CC2)c(O)c1C=NCC1CCCO1 (stereo not given) | 5 | -4
CCN1CCN(Cc2ccc(C)cc2C)CC1 | 13 | -8
Cc1cccc(C)c1NC(=O)CN(C)CC(=O)Nc1ccc(C#N)c(Cl)c1 | 19 | 5
CCCCCCN1CCN(c2ccc(Cl)cc2)CC1 | 7 | -18
O=c1[nH]c(=S)n(C2CC2)c(O)c1C=Nc1ccc2c(c1)OCO2 | -3 | -1
COc1ccc(/C=C/C2=CCN(C)CC2)cc1 | -3 | 4
CCOC(=O)C1=C(C)OC(N)=C(C(=O)OC)C12C(=O)Nc1ccc(Br)cc12 (stereo not given) | -5 | -11
C=C1C2C[C@@]3([C@@H]1O)[C@@H](C[C@@H]2O)[C@@]12C4[C@@H]3C[C@@H]1[C@@](C)(CC[C@@H]2O)CN4CC | -4 | -2
C[C@H]1OC[C@@H](C[N+](C)(C)C)O1 | 7 | -10
O=C(Nc1nccs1)c1c(O)c2c(n(Cc3ccco3)c1=O)CCCC2 | -8 | 15
CCOC(=O)c1ccccc1NC(=O)c1c(O)[nH]c(=O)[nH]c1=O | 1 | -12
Fc1ccc(Cn2nnnc2C(c2ccc(F)cc2)N2CC=C(c3ccc(F)cc3)CC2)cc1 (stereo not given) | -1 | -4
C[C@H]1CCC/C=C/[C@@H]2C[C@H](O)C[C@H]2[C@@H](O)/C=C/C(=O)O1 | -77 | 131
COc1ccc2c(c1O)[C@]13CCN(C)[C@H](C2)[C@@H]1CCC(=O)C3 | 3 | 8
c1cc(CCN2CCCC2)ccn1 | 7 | -5
O=CC(Cl)P(=O)(N1CCOCC1)N1CCOCC1 (stereo not given) | 5 | -9
Cc1c(-c2cccc(Cl)c2)nc2ccccc2c1C(=O)N1CCC2(CC1)OCCO2 | 0 | -19
COC(=O)C1=C(c2ccc(-c3ccccc3)c(F)c2)C[C@@H]2CC[C@H]1N2C(=O)N1CCCCC1 | 3 | -19
CCCCCn1c(N)c(C(=O)NCCN2CCOCC2)c2nc3ccccc3nc21 | 140 | 17
COC(=O)C1=C(c2ccc(-c3ccccc3)c(F)c2)C[C@@H]2CC[C@H]1N2C(=O)NCc1cc(C)oc1C(F)(F)F | -1 | 25
CCOC(=O)C1=C(N)OC2=C(C(=O)CCC2)C12C(=O)N1c3c(ccc(C)c32)C(C)=CC1(C)C (stereo not given) | -1 | -21
CCCCCCCCC(=O)NCc1ccc(O)c(OC)c1 | -7 | -4
COCCOC(=O)c1c(N)n(Cc2ccc(OC)cc2)c2nc3ccccc3nc12 | 82 | -12
CSc1cccc(NP2(=O)OCC(C)([N+](=O)[O-])CO2)c1 (stereo not given) | -1 | 5
CCCCn1c(O)c(C=Nc2c(C)n(C)n(-c3ccccc3)c2=O)c(=O)[nH]c1=O | -3 | 11
C=CCN1C(=O)NC(=O)/C(=C/c2ccc(OCC(=O)Nc3ccc(C)cc3)cc2)C1=O | -4 | -4
O=C1c2ccccc2C(=O)N1Cc1nc2ccccc2c(=O)n1-c1ccccn1 | 6 | 11
CN1CCN(/N=C/c2c[nH]c3ccccc23)CC1 | -4 | 5
CCN1CC2([N+](=O)[O-])CC=C(Cl)C([N+](=O)[O-])(C1)C2 (stereo not given) | 3 | -4
O=C1NC(=S)NC(=O)C1=Cc1ccc(OCC(=O)N2CCCC2)cc1 | 4 | -1
O=C1OCc2cc(N=Nc3c(O)[nH]c(=O)[nH]c3=O)ccc21 | 13 | 5
CSc1ccc(CNC(C)C(O)c2ccccc2)cc1 (stereo not given) | 6 | 12

Full records, quoted from the list:
`CCCCCCCCC(=O)NCc1ccc(O)c(OC)c1` as listed: TAG inh DAPI viability: -7; TAG inh: -4
`CCCCn1c(O)c(C=Nc2c(C)n(C)n(-c3ccccc3)c2=O)c(=O)[nH]c1=O` as listed: TAG inh DAPI viability: -3; TAG inh: 11

Next section.
molecule | TAG inh DAPI viability | TAG inh
CCc1c(C)nc(N)nc1N1N=C1SC(C(C)=O)C(C)=O | -18 | -7
CC(=O)OCC[N+](C)(C)C | -9&-1&-8 | 3&-7&6
CCc1ccc(OCC(=O)N2CCN(CC(=O)Nc3ccccc3Cl)CC2)cc1 | -5 | -9
CCN(CC)CC(=O)Nc1ccc(Cl)cc1C(=O)c1ccccc1 | -1 | -2
Nc1ccc([As](=O)(O)O)cc1 | 2 | -11
CCOc1cc(C2NCc3ccccc3-n3cccc32)ccc1O (stereo not given) | 10 | -7
CC1(C)CN=C(Nc2ccc(F)c(F)c2)S1 | -4 | -2
NNCc1ccccc1 | 7&-3 | 3&-4
CN(C)C(=O)Oc1ccc(Cl)c2ccccc12 | -20 | -16
C=CCN1C(=O)NC(=O)C(Cc2ccc(OC)c(OC)c2)C1=O (stereo not given) | -4 | 13
CC(C)OC(=O)c1c(N)n(Cc2ccco2)c2nc3ccccc3nc12 | 2 | -10
Cn1cc(C(=O)N2CCOCC2)c2ccccc21 | 3 | 4

Single entries from above:
`C=CCn1c(O)c(C=Nc2ccc(F)cc2)c(=O)[nH]c1=O` – TAG inh: -7
`CC/C(=N\NC(N)=O)c1c(O)[nH]c(=O)[nH]c1=O` – TAG inh DAPI viability: -6
`C=CCN1C(=O)NC(=O)/C(=C/c2ccc(OCC(=O)Nc3ccc(C)cc3)cc2)C1=O` – TAG inh DAPI viability: -4
`O=c1[nH]c(=S)n(C2CC2)c(O)c1C=Nc1ccc2c(c1)OCO2` – TAG inh DAPI viability: -3
`CCCCCCN1CCN(c2ccc(Cl)cc2)CC1` – TAG inh: -18

The list goes on:
molecule | TAG inh DAPI viability | TAG inh
OC1/C(=C/c2ccc(Cl)cc2Cl)N2CCC1CC2 (stereo not given) | 6 | -7
COC(=O)C1=C(c2ccc3ccccc3c2)C[C@@H]2CC[C@H]1N2C(=O)NCc1ccco1 | -6 | -1
COc1cc2[nH]c(=O)n(-c3ccccc3)c(=O)c2cc1OC | 22 | -10
CC(C)CCC1(CN2CCCC2=O)C(=O)NC(=O)NC1=O | 4 | 4
O=C(c1ccc(Br)cc1)C12CN3CN(CN(C3)C1)C2 | 4 | 0
N[C@@]1(C(=O)O)CC[C@@H](C(=O)O)C1 | -6 | 10
Cc1nn(-c2ccccc2)c(C)c1NC(=O)COC(=O)Cc1ccccc1 | -6 | 2
CC(C)Oc1cccc(C(=O)C2CCCN(C3CCOCC3)C2)c1 (stereo not given) | 9 | 5
CC(=O)OC1N=C(c2ccccc2)c2cc(Br)ccc2NC1=O (stereo not given) | -4 | 8
OC1(CN2CCOCC2)C2CC3CC(C2)CC1C3 (stereo not given) | 4 | 4
CC(C)CCC1(CCc2ccncc2)C(=O)NC(=O)NC1=O | 11 | -7
CCOC(=O)c1c(C)n(CCOC)c2ccc(O)cc12 | 0 | 15
O=C1C2CCCN2C(c2ccc(Cl)c(Cl)c2)N1c1ccccn1 (stereo not given) | 7 | 13
CCOC(=O)[C@]12Cc3cc(OC)ccc3[C@H]1N(Cc1ccccc1)C(=O)c1cc(F)c(F)cc12 | -6 | -89
CC(C)(C)c1cc(C=C(C#N)C#N)cc(C(C)(C)C)c1O | -15 | -17

Screening data: PubChem BioAssay, Sanford-Burnham Center for Chemical Genomics

The list is partial; the hit share may differ from the screen's.
